p-CIP stab down = p/CIP-EGFP fusion destabilizers, primary screen, fluorescence, F442A cells. Q05BA5. 16 h. decrease of EGFP signal, % at 10 µM. actives 0.01% (n = 290,000). AID 1984, 2009;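 active means EGFP signal decrease of at least 30% at 10 µM or well 3 SD below plate mean, unless failing retest; inactive means the rest, including hits failing retest or dose response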; further: some compounds called inactive have numbers as strong as hits; many of its hits are not listed in these tables
GPR7 antagonist = GPR7 receptor antagonists, primary screen, cell-based, fluorescence, single concentration | Neuropeptides B/W receptor type 1 (Homo sapiens), P48145 | GPR7-expressing cells, fluorescence antagonist assay | inhibition, % at 4.4 µM | actives 1.1% (n = 290,000) | AID 1861, 2009; in the data active means inhibition above about 16%, passing the limit was not always enough;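 further: cells stimulated with the agonist NPW; 0% = agonist with vehicle and 100% = vehicle without agonist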
NALP1 yeast inh = NALP1 inflammasome inhibitors in reconstituted yeast, colorimetric, S. cerevisiae, triplicate retest | AID 2071, 2009 | inhibition, % at 10 µM | S. cerevisiae NALP1/ASC/caspase-1 growth, X-gal OD620, 72 h | actives 0.61% (n = 280,000); in the data active means inhibition mostly above about 24%, no sharp cut-off; inactive means mostly below about 32%; further: some compounds called inactive have numbers as strong as hits
IDE cell inh = human IDE inhibitors in live cells, primary screen, fluorescence polarization, HEK cells, FAbetaB substrate; inhibition, % at 5.59 µM; Insulin-degrading enzyme (Homo sapiens), P14735; actives 0.41% (n = 320,000); FAbetaB cleavage;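 active means percent inhibition above the average of all tested compounds plus 3 SD, set per screening campaign, cut at about 16% in these data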;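 further: IDE supplied by intact live HEK cells; FP after avidin binding of uncleaved biotin substrate so inhibition keeps polarization high; 0% = DMSO wells and 100% = 60 µM reference IDE inhibitor Ii1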
Target sequence (P14735 whole entry, looked up): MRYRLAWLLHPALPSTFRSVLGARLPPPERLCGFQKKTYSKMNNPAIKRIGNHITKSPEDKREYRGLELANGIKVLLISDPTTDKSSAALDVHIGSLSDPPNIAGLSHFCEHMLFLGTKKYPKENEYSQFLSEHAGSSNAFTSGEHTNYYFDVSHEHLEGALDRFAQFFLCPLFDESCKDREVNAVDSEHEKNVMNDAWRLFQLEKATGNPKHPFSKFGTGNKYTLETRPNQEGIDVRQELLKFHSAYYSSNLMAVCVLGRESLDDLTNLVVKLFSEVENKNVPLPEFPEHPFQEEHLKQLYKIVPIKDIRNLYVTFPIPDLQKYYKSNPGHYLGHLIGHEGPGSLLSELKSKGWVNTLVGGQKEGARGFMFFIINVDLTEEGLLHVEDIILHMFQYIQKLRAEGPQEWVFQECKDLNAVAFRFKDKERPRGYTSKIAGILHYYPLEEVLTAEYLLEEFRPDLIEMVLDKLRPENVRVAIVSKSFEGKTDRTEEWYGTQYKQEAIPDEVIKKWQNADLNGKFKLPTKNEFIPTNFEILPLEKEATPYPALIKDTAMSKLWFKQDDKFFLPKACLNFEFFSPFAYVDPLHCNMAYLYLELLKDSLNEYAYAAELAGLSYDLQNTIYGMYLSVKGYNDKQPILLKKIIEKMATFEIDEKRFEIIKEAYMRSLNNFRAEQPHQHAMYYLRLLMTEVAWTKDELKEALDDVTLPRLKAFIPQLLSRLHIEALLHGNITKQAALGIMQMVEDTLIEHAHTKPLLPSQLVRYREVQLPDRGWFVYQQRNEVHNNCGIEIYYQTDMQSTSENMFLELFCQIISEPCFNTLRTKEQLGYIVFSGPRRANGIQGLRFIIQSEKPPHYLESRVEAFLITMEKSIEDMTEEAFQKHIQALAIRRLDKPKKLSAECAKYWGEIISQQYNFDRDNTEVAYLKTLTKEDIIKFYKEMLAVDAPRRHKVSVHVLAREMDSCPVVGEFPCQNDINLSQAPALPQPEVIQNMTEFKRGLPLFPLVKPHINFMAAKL
VIM-2 inh = VIM-2 metallo-beta-lactamase inhibitors, primary screen, biochemical, epi-absorbance readout, Pseudomonas aeruginosa enzyme; purified VIM-2, nitrocefin hydrolysis, epi-absorbance fluorescence; inhibition, % at 5.6 µM; actives 0.89% (n = 290,000);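 active means inhibition above the mean of all tested compounds plus 3 SD, cutoff set per screening run, cut at about 7.5% in these data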;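 further: red hydrolysis product quenches plate fluorescence so inhibitors raise well fluorescence; 0% = enzyme with DMSO and 100% = DMSO without enzyme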
PHOSPHO1 block = PubChem AID 1565; inhibition, % at 13.3 µM; actives 1.1% (n = 290,000); Phosphoethanolamine/phosphocholine phosphatase (Homo sapiens), Q8TCT1; recombinant PHOSPHO1, absorbance phosphatase assay; in the data active means inhibition above about 60%
PfM18AAP inh = PfM18AAP inhibitors, malaria aminopeptidase, primary screen, biochemical, QFRET, recombinant enzyme. M18 aspartyl aminopeptidase (Plasmodium falciparum 3D7). H-Glu-NHMec fluorogenic cleavage. inhibition, % at 7.35 µM. actives 1.2% (n = 290,000);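 active means inhibition above the campaign mean inhibition over all tested compounds plus 3 SD, cut at about 28% in these data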;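 further: 0% = plate median of test compound wells and 100% = 2 mM ZnCl2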
IDE act = human IDE activators in live cells, primary screen, fluorescence polarization, HEK cells, FAbeta-B substrate; Insulin-degrading enzyme (Homo sapiens), P14735; FAbeta-B cleavage; 0% vehicle, 100% cell-free pure enzyme wells; activation, % at 5.96 µM; actives 0.073% (n = 340,000);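 active means activation above the mean of all tested compounds plus 3 SD, set per screening campaign, cut at about 17% in these data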
IMP-1 inh = IMP-1 metallo-beta-lactamase inhibitors, primary screen, biochemical, epi-absorbance readout, Pseudomonas aeruginosa enzyme; metallo-beta-lactamase IMP-1 (Pseudomonas aeruginosa); purified IMP-1, nitrocefin hydrolysis, epi-absorbance fluorescence; inhibition, % at 5.6 µM; actives 0.45% (n = 290,000); AID 1556, 2009;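 active means inhibition above the mean plus 3 SD of all compounds in the same screening run, cut at about 4.5% in these data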;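 further: 0% = IMP-1 with DMSO and 100% = DMSO wells lacking enzyme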
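System: Purified IMP-1 | Read-out basis: Percent enzyme inhibition | Controls: IMP-1 with DMSO as 0%, enzyme-free DMSO as 100% | Replicates: One well per compound | Doses: 5.6 µM nominal single concentration | Detection: Epi-absorbance fluorescence, 480 nm excitation, 530 nm emission | Incubation: 25 °C, 15 min preincubation, 25 min reaction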
* = called active by the depositor; nt = no result given.

SMILES	p-CIP stab down	GPR7 antagonist	NALP1 yeast inh	IDE cell inh	VIM-2 inh	PHOSPHO1 block	PfM18AAP inh	IDE act	IMP-1 inh
CS(=O)(=O)c1ccc(Cl)c(C(=O)NCC2CCCCC2)c1	-19	-2	6	-1	-2.6	nt	-4	2	-3.0
CCCC(C(=O)NC(C)(C)CC)N(Cc1ccco1)C(=O)CNS(=O)(=O)c1ccccc1 (stereo unspecified)	-12	0	-6	6	-5.3	28	-4	6	-5.1
Cc1nn(-c2ccccc2)c(N2CCCC2)c1/C=N/NC(=O)c1cc(-c2ccccc2)nc2ccccc12	-19	-13	nt	-4	-1.4	-1	-3	-1	-0.1
Cc1cc(C)nc(Sc2c(C)n[nH]c2C)n1	-3	-17	5	2	-1.6	-13	1	1	-0.6
Cc1ccc(N2C(=O)CC(N3CCN(C4CCc5ccccc5C4)CC3)C2=O)cc1 (stereo unspecified)	-10	-2	8	-2	-0.5	11	-6	0	-1.6
COc1ccc(-n2c(C)cc(C(=O)CN3CCC(C)CC3)c2C)cc1	2	-7	-14	1	1.8	44	-5	7	-1.8
Cc1ccc(N2C(=O)C(O)(C(F)(F)F)C3=C2CC(C)(C)CC3=O)cc1C (stereo unspecified)	-3	-2	13	2	0.3	58	0	1	-0.8
CC(C)OCCCNC(=O)Cn1ccc2cc(S(=O)(=O)N3CCCCCC3)ccc21	7	2	30	3	-2.7	26	0	-5	-2.1
Cc1nc(/N=C(\N)Nc2ccccc2)nc2ccccc12	-8	-13	14	nt	0.0	30	-3	nt	-0.9
COc1ccccc1N1C(=O)C2ON(c3ccccc3)C(c3ccc(N(C)C)cc3)C2C1=O (stereo unspecified)	-2	1	16	0	-0.5	-3	-22	nt	-4.2
O=C(N[C@@H](Cc1ccccc1)C(=O)O)c1cccs1	8	-7	19	3	-2.3	27	-3	3	-4.3
COc1cc(C(=O)NC(=S)Nc2ccc([N+](=O)[O-])cc2C)cc(OC)c1OC	-12	-7	5	-6	-2.4	-24	5	-2	2.2
N#C/C(=C(/O)c1ccc([N+](=O)[O-])cc1)c1nnc2n1CCCCC2	-2	-4	0	5	-0.4	11	-9	2	-4.1
COc1ccc(/C(C)=N/OC/C(O)=C(\C#N)c2nc3ccccc3[nH]2)c(OC)c1	-6	-9	-3	8	-0.5	-3	7	-4	-3.0
CCn1c(SCC(=O)Nc2ccc(OC)c(OC)c2)nnc1-c1cccs1	0	-2	14	-1	0.5	6	1	0	-2.9
CCSc1nc(CC)c2c(c1C#N)CCCC2	-8	-2	34	2	-1.9	4	5	3	-0.7
Cn1c(=O)[nH]c(=O)c2c1nc(N1CCCC1)n2CCCSc1nc2ccccc2o1	10	1	8	-4	-2.3	7	4	5	-2.8
COc1ccccc1-c1c(C)nn2c(C)cc(C)nc12	-17	-4	24	2	0.5	6	-16	-1	-1.0
Cc1ccc(OCCn2cccn2)c(C)c1	0	-4	11	3	-2.4	-13	-8	-3	-0.6
Cn1c(=O)oc2cc(S(=O)(=O)NCCN3CCN(c4ccccc4)CC3)ccc21	3	-9	-18	1	1.6	-12	0	2	2.2

Sorted by value in IDE act (rising): some entries from above.
structure	p-CIP stab down	GPR7 antagonist	NALP1 yeast inh	IDE cell inh	VIM-2 inh	PHOSPHO1 block	PfM18AAP inh	IDE act	IMP-1 inh
COc1ccc(/C(C)=N/OC/C(O)=C(\C#N)c2nc3ccccc3[nH]2)c(OC)c1	-6	-9	-3	8	-0.5	-3	7	-4	-3.0
CCn1c(SCC(=O)Nc2ccc(OC)c(OC)c2)nnc1-c1cccs1	0	-2	14	-1	0.5	6	1	0	-2.9
CCSc1nc(CC)c2c(c1C#N)CCCC2	-8	-2	34	2	-1.9	4	5	3	-0.7

Later entries:
SMILES	p-CIP stab down	GPR7 antagonist	NALP1 yeast inh	IDE cell inh	VIM-2 inh	PHOSPHO1 block	PfM18AAP inh	IDE act	IMP-1 inh
CCc1c(C(=O)N/N=C/c2cccs2)nnn1-c1nonc1N	3	0	-8	2	1.7	8	0	5	-3.7
Cc1cccc(NC(=O)CCS(=O)(=O)c2ccc3c(c2)oc(=O)n3C)c1	-2	1	-15	-5	-3.0	28	-6	3	-2.4
O=C(NNC(=S)NC1CCCCC1)c1ccccc1Cl	13	5	12	8	-2.8	16	-1	1	-4.7
COc1ccc(CCN2C(=O)c3[nH]nc(-c4ccccc4O)c3C2c2ccc(C)cc2)cc1OC (stereo unspecified)	6	-22	14	0	-8.3	7	7	5	-3.2
Cc1ccc(N2CCCn3c2cc(C)c(C#N)c3=O)cc1C	11	-4	7	-4	7.0	9	-5	2	1.4
O=C(CC(CC(=O)c1ccccc1)C(=O)O)c1ccccc1	-16	9	-10	7	8.9*	0	2	5	-4.3
CC(NCc1ccc(OCc2ccc(Cl)cc2)cc1)C(O)c1ccccc1 (stereo unspecified)	-2	27*	29	-9	-3.9	37	0	11	-2.1
COc1ccc(S(=O)(=O)N2CCN(Cc3c[nH]c4ccccc34)CC2)cc1	-1	3	10	3	-1.7	44	7	1	-1.5
Nc1c2c(nc3ccn(-c4ccccc4)c(=O)c13)CCCCC2	-3	-7	-8	18*	-1.5	2	-4	-8	-2.4
O=C(Nc1ncc(Cc2cc(Cl)ccc2Cl)s1)c1ccc([N+](=O)[O-])cc1	-13	5	3	-2	-0.9	28	-9	6	-1.9
O=C(c1cnc2ccc(Cl)cc2c1Cl)N1CCOCC1	-7	-5	-5	nt	-2.3	1	2	-2	-2.5
Cc1cs/c(=N\N=C\c2ccc(O)cc2)n1Cc1ccco1	-3	-4	42	2	-4.4	-18	5	7	-1.3
Cc1ccc(C(=O)CSc2ncnc3sc4c(c23)CCCC4)cc1	-2	-13	15	0	-8.3	-4	4	1	-2.4
C=CCNC(=O)/C(=C/c1cccc([N+](=O)[O-])c1)NC(=O)c1ccco1	-15	-2	3	5	0.9	15	-2	8	-3.1
O=C(c1ccc(COc2ccccc2Cl)o1)N1CCOCC1	-18	-9	22	-1	-1.2	15	-9	-2	-1.8
CCOC(=O)CC1(NC(=O)C2CCC(=O)N(CCc3ccccc3)C2)CCCCC1 (stereo unspecified)	3	-7	16	1	1.0	9	-3	-2	-0.8
CC(C)N1CCN(Cc2ccc(OCc3ccccc3)cc2)CC1CCO (stereo unspecified)	-11	2	7	-4	-1.2	32	-2	2	-1.0
COC(=O)c1cc(NC(=O)Cc2ccccc2[N+](=O)[O-])cc(C(=O)OC)c1	1	-1	32	7	0.1	3	1	5	-1.5
COc1cccc(-c2nc(N3CC(C)CC(C)C3)c3ccccc3n2)c1O (stereo unspecified)	6	-14	0	nt	-1.2	8	-6	2	-2.0
C=CCN1C(=O)C(CC(=O)Nc2ccccc2)N(Cc2ccccn2)C1=S (stereo unspecified)	6	19	2	-2	-3.3	7	-9	3	-0.8
NC(=O)Cc1ccc(C(=O)c2ccccc2)s1	-7	-2	6	8	-2.1	5	3	5	-1.8
Cc1cc(Cl)ccc1NC(=O)C1COc2ccccc2O1 (stereo unspecified)	10	0	15	2	6.2	35	2	3	-0.5
CC1(C)Oc2ccc3ccc(=O)oc3c2C[C@H]1O	-5	nt	-6	-7	nt	26	nt	3	nt
CC(=O)Nc1ccc(SCC(=O)OCC(=O)NC(=O)NCc2ccco2)cc1	1	8	-4	6	3.5	13	10	3	-0.4
O=C(CSCc1nc2c(nnn2Cc2ccc(F)cc2)c(=O)[nH]1)Nc1cccc(C(F)(F)F)c1	-12	6	-4	-6	-0.6	28	-2	-4	-0.9
CC(=O)Nc1ccc(S(=O)(=O)Nc2nc3ccccc3s2)cc1	0	-3	2	3	-2.9	-1	2	5	-1.9
CC(=O)c1cc(-c2ccc(F)cc2)n(CC(=O)NCc2cccs2)c1C	-15	-1	10	2	-0.8	48	0	-2	0.1
CCCOc1cccc(NC(=O)OC2CCN(C)CC2)c1	-14	-6	32	3	-5.7	-4	-1	2	-2.4
COc1ccc(S(=O)(=O)N(c2onc(C)c2Cl)S(=O)(=O)c2ccc(OC)cc2)cc1	2	-5	39	5	-3.6	-15	1	4	-1.6
CCCCC[C@H](O)/C=C/[C@@H]1[C@@H](CCCCCCC(=O)O)[C@@H](O)C[C@H]1O	-6	2	8	3	-2.4	21	1	2	-1.3
CCCCN(C(=O)Cn1nnc2ccccc21)C(C(=O)NCCOC)c1ccc(OC)cc1OC (stereo unspecified)	1	nt	-5	-1	nt	15	nt	-2	nt
COc1cc(-c2nc3ccccn3c2/N=C/c2cccc(OC)c2O)ccc1O	4	-15	10	-2	-3.5	-18	10	-2	-6.1
O=[n+]1cc(-c2ccccc2)n([O-])c2c1CCC2	-2	1	14	3	-3.4	29	7	1	-2.0
CCOC(=O)c1nn(-c2ccccc2)c2nc(Nc3ccccc3)cc(=O)n12	-13	-2	-6	4	3.1	-12	6	10	-1.9
CCc1ccc(CN2C(=O)c3ccccc3C2C(=O)NCc2cccnc2)cc1 (stereo unspecified)	-15	4	-6	5	-2.3	-19	-2	9	0.5
CCc1ccccc1NC(=S)N(CCN(C)C)C(C)c1cccnc1 (stereo unspecified)	14	-8	8	-7	-3.0	-1	-2	8	-2.5
CC(=O)Nc1nonc1NC(C)=O	4	-1	-2	5	0.8	-2	4	-1	-1.0
Cc1ccccc1C(OCCN(C)C)C1CCCCC1 (stereo unspecified)	9	16	22	0	-2.1	9	3	-8	-0.2
Cc1ccc(Nc2nc(C(=O)NCC3CCCO3)cs2)cc1 (stereo unspecified)	-9	-5	nt	5	-3.1	33	3	-1	-3.0
CCCCC(CC)CNC(=O)C(=O)c1ccccc1NC(C)=O (stereo unspecified)	-1	-6	30	-2	-3.3	-7	8	2	-3.7
O=C(Oc1ccc(N(Cc2cccs2)C2=NS(=O)(=O)c3ccccc32)cc1)c1ccccc1Cl	-7	-2	7	-2	-3.2	-3	-3	6	-4.0
Cc1cc(NCCC(C)C)n2nc(C)c(-c3ccccc3)c2n1	-9	0	3	-2	-1.5	17	1	-2	-3.2
CC(=O)/C(N=Nc1cccc(C(F)(F)F)c1)=C(\C)O	-3	-8	29	-2	-4.5	48	-2	-5	-0.3
O=C(CSc1nc2nc3c(cc2c(=O)n1-c1ccccc1)CCCC3)Nc1ccccc1	0	-5	14	8	-3.0	8	-4	-1	-2.8
COc1ccc(CNC(=O)CCN2C(=O)c3ccncc3C2=O)cc1OC	-4	-8	nt	-1	-2.3	44	0	-1	-2.9
CCCNC(=O)c1ccccc1NC(=O)COc1ccc(OC)cc1	7	13	9	0	3.1	17	5	-4	0.3
COc1ccc(/C=N/NC(=O)C(C)n2cnc3ccccc3c2=O)cc1 (stereo unspecified)	-3	-4	33	3	1.2	0	-16	-3	-2.6
O=C(Cc1coc2ccc3ccccc3c12)Nc1nccs1	-14	-4	-4	-1	-3.8	4	0	1	-0.6
